# Nrf2 activator – Nrf2 pathway activation | AREc32 ARE-luciferase reporter (MCF7-derived line), luminescence, 24 h | Potency, µM (highest dose often 46.1 µM), for inactives: at the top dose activation, usual class: activators | hit rate 0.31% among 410,000; also: potency is read from the fitted curve at half-maximal effect; % of control where 0% means no effect; nearly all actives have a fitted effect of over 65% in size
#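 ARE-driven firefly luciferase activity in AREc32 cells measured after a 24 hr compound exposure at 37 deg C, using Steady-Glo reagent and a 30 min room-temperature hold.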
# A549 viability – A549 cytotoxicity, counter-screen for Nrf2 inhibitors. A549 ARE-Fluc cells, CellTiter-Fluor viability, 18-24 h. Potency, µM (titrated, usually from 46 µM), for the others: at the top dose activity change, negative = cytotoxicity, most hits filed as inhibitors. hit rate 0.16% among 390,000. AID 504648; also: potency is read from the fitted curve at half-maximal effect; % is scaled to controls: 0 for no effect and ±100 for the full control effect
#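 A549 ARE_Fluc cells in 5% FBS OPTI-MEM were exposed to compounds in concentration-response for 18-24 h at 37 deg C. Viability was read by CellTiter-Fluor fluorescence (Ex 405/Em 525) after 30 min, before the luciferase read.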
# Akt phos inh – inhibitors of Akt phosphorylation | Neuro2A IGF-stimulated pAkt S473 HTRF, 20 min; stronger effect = lower value | activity change, % for hits at 50 µM | hit rate 0.32% among 360,000 | AID 651550; in the data active = activity change below about -80%; inconclusive = mostly about -51% to -80%; also: % is scaled to controls: 0 for no effect and ±100 for the full control effect
#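 Neuro2A cells in DMEM with 0.5% FBS, overnight at 37 deg C, given compound at single 50 µM final, then IGF (6 nM final) for 20 min at 37 deg C. Lysed; phospho-Akt Ser473 by HTRF after 24 h, 665/615 ratio.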
# Mm-Cpn inhibitor – M. maripaludis TRiC chaperonin inhibition; purified Mm-Cpn ATPase, ADP Transcreener TR-FRET; Potency, µM (doses to about 76.9 µM), for inactives: at the top dose activity, negative = inhibition, hits mostly inhibitors; AID 504842; hit rate 0.031% among 330,000; also: potency is read from the fitted curve at half-maximal effect; % is scaled to controls: 0 for no effect and ±100 for the full control effect; nearly all actives have a fitted effect of over 80% in size
#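 ATPase read-out: TR-FRET ADP immunoassay (anti-ADP Eu cryptate vs ADP-d2), ex 320 nm, em 590/665 nm; signal drops as ADP forms. Enzyme 25 nM, ATP 10 uM, 30 min at 37°C after 10 min compound preincubation.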
# Nrf2 inh – blocks Nrf2 signaling; A549 ARE-Fluc reporter, luciferase luminescence, 18-24 h; Potency, µM (top dose mostly 46 µM), without a hit: top-dose activity change, negative = inhibition, actives largely listed as inhibitors; hit rate 2.1% among 360,000; AID 504444; also: potency is read from the fitted curve at half-maximal effect; % is scaled to controls: 0 for no effect and ±100 for the full control effect; nearly all actives have a fitted effect of over 60% in size
#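 In this cell-based qHTS, ARE-driven firefly luciferase in A549 cells reports Nrf2 activity; the luminescent signal after BugLite lysis is the measured value, with a prior CellTiter-Fluor read for cell health.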
# Abeta yeast res – A-beta toxicity reversal in yeast; yeast expressing A-beta42, growth rescue, OD600, 48 h; response scale: 0% DMSO, 100% iron-clioquinol control; Potency, µM (series often up to 46.1 µM), without a hit: at the top dose growth rescue, actives largely listed as activators; hit rate 0.063% among 410,000; also: potency is read from the fitted curve at half-maximal effect; nearly all actives have a fitted effect of over 55% in size
#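 Growth rescue measured by 600 nm absorbance after 48 h yeast culture at 30 C with compound. Values normalized between DMSO and an equimolar ferric chloride plus clioquinol control.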
# TGFb inhibitor – blocks TGF-b signaling; HepG2 CAGA-GFP TGF-b/SMAD3 reporter, GFP fluorescence, 18 h; TGF-beta stimulated, 500 pg/mL final; Potency, µM (doses to about 46.1 µM), for the others: at the top dose activity, negative = inhibition, most hits filed as inhibitors; hit rate 1.2% among 410,000; AID 588855; also: potency is read from the fitted curve at half-maximal effect; % is scaled to controls: 0 for no effect and ±100 for the full control effect; nearly all actives have a fitted effect of over 65% in size
#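 Per well, imaged GFP fluorescence of HEPG2 CAGA-GFP cells gives the signal; cells get compound, then TGF-beta (500 pg/mL final), 18 h at 37 degrees C; %Activity versus -TGF-beta and +DMSO controls.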
# HepG2 viability – counter-screen for TGF-b inhibitors: cytotoxicity in HepG2 cells; HepG2 CAGA-GFP viability, ATP luminescence, 18 h; hit rate 0.76% among 410,000; Potency, µM (series often up to 46.1 µM), inactives show at the highest dose activity change, negative = cytotoxicity, hits mostly cytotoxic; also: potency is read from the fitted curve at half-maximal effect; some results filed as inactive show a strong effect at the top dose
#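 CellTiter-Glo luminescence gave cytotoxicity after 18 hours at 37 degrees C. The cells were HepG2 CAGA-GFP in 1% FBS DMEM, stimulated with 500 pg/mL TGF-beta after compound addition. %Activity was normalised to no-cell wells (complete cell-killing) and DMSO (no toxicity), and curves were fitted and classified.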
# CCT modulator – cytosolic chaperonin activity modulation. purified chaperonin ATPase assay, HTRF ADP detection, 30 min. activity change, % (concentration not given with the values), hits read low. hit rate 0.3% among 360,000. AID 651819; in the data active = activity change below about -30%; also: % is scaled to controls: 0 for no effect and ±100 for the full control effect
#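 Nucleotide hydrolysis assay: TRiC at 20–40 nM final (set by batch activity) with 10 uM ATP, 30 min at 37 °C, in presence of 76 uM compound. Detection by competitive ADP HTRF, 30 min ambient.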
# * = called active by the depositor; i = inactive; u = inconclusive; x = no result given. Unless noted, calls follow the shape of the dose curve; as a rule, active = well fitted curve in the direction sought with a large enough effect; inconclusive = small, poorly fitted or top-dose-only effect, or another doubt; inactive = no such curve, though single readings can be large; an effect the other way counts as inactive or inconclusive.
# Below each compound – Nrf2 activator	A549 viability	Akt phos inh	Mm-Cpn inhibitor	Nrf2 inh	Abeta yeast res	TGFb inhibitor	HepG2 viability	CCT modulator
O=C(Nc1ccc(C(F)(F)F)cc1)c1ccccc1-n1cnnn1
    -0.4%	-2.6%	i	2.3%	13.9%	11.2%	2.0%	-1.1%	-0.2
C[C@H]1CN([C@@H](C)CO)C(=O)c2cc(Br)cnc2O[C@H]1CN(C)C(=O)c1ccccn1
    -1.6%	x	i	x	x	-1.8%	24.4%	41.5%	-1.3
Cc1ccc(CN(C(=O)COc2cccc(C)c2C)C2CCS(=O)(=O)C2)o1 (stereo unspecified)
    -0.6%	-8.5%	i	0.7%	-6.2%	-5.8%	22.8%	23.6%	-2.7
COc1cc(C=O)ccc1OCC(=O)Nc1ccc2c(c1)OCO2
    3.2%	9.3%	i	0.3%	10.6%	8.7%	-10.6%	-6.2%	-3.7
N#CC(C#N)=CN=c1ccn(Cc2ccc(Cl)cc2Cl)cc1
    -0.9%	u	i	1.9%	1.84µM*	-2.6%	u	-15.0%	-1.3
COC(=O)c1ccc(COc2ccc(NC(C)=O)cc2)o1
    -0.2%	-1.3%	i	1.1%	0.4%	-9.0%	12.5%	-2.1%	-1.6
CCOC(=O)c1cnc(C(F)(F)F)nc1Oc1ccccc1
    -0.5%	-5.1%	i	1.5%	-0.1%	-1.2%	u	-1.8%	0.3
CC(=O)c1cc2cccc(OC3(C)CCN(Cc4ccc(-c5ccccn5)cc4)C3)c2o1 (stereo unspecified)
    3.0%	x	i	x	x	-15.9%	1.2%	-23.1%	-1.1
Cc1ccc(NC(=O)c2ccco2)c(NC(=O)COc2ccccc2)c1
    2.8%	-4.8%	i	-1.9%	10.0%	-5.4%	8.5%	1.1%	0.3
CN1CCCC1CN1CCCC1 (stereo unspecified)
    -0.3%	x	i	x	x	-21.2%	-0.7%	2.1%	-2.1
CC1CN(c2ccc(NS(=O)(=O)c3ccccc3)cc2C(=O)O)CC(C)O1 (stereo unspecified)
    -0.8%	-14.6%	i	-2.4%	-12.2%	-0.5%	11.9%	-24.5%	-0.3
COc1ccc(S(N)(=O)=O)cc1C(=O)NNC(=O)CN(C)S(=O)(=O)c1ccc(Cl)cc1
    0.2%	0.9%	i	0.4%	5.4%	5.4%	-3.5%	3.9%	-4.1
CCOC(=O)c1cc(S(=O)(=O)NCc2ccc(OC)cc2)[nH]n1
    -0.1%	9.7%	x	x	x	26.7%	0.8%	2.6%	x
COc1ccc([N+](=O)[O-])cc1NC(=O)CCN1CCN(C)CC1
    -0.7%	2.9%	i	0.1%	11.5%	2.5%	2.9%	19.9%	-18.9
O=C(Cc1cccs1)Nc1ccc(N2CCOCC2)cc1
    2.3%	-4.9%	i	-0.1%	u	13.4%	-4.1%	-5.0%	1.3

# Below each compound – Nrf2 activator	A549 viability	Akt phos inh	Mm-Cpn inhibitor	Nrf2 inh	Abeta yeast res	TGFb inhibitor	HepG2 viability	CCT modulator
CN(C)S(=O)(=O)c1cccc(NC(=O)COc2nc3ccccc3nc2N2CCOCC2)c1
    3.2%	u	i	0.0%	u	-13.8%	2.4%	-1.7%	-2.9
COc1ccc(NC(=S)N/N=C/c2cccn2Cc2ccc(F)cc2)cc1
    3.4%	-1.6%	i	0.1%	-18.0%	14.1%	-16.0%	-4.7%	-0.2
CC(=O)OC1COC(N2CCc3cc([N+](=O)[O-])ccc32)C(OC(C)=O)C1OC(C)=O (stereo unspecified)
    -0.5%	-24.6%	i	-1.2%	10.9%	12.4%	4.3%	0.9%	0.3
Cc1cc(C)c(NC(=O)c2ccccc2C(=O)c2ccccc2)c(C)c1
    0.0%	-0.7%	i	-0.3%	2.8%	-11.0%	4.1%	-8.5%	1.6
COc1cc(C2C(C(=O)Nc3ccccc3C)=C(C)Nc3nc(SCc4cc(C)ccc4C)nn32)ccc1O (stereo unspecified)
    1.0%	u	x	x	16.4µM*	23.4%	10µM*	7.08µM*	x
Nc1ccccc1N=c1ssnc1Cl
    5.0%	-0.3%	i	-0.9%	15.3%	-2.1%	14.7%	-9.1%	-10.4
O=C(c1scc2c1CCCC2)N1CCOCC1
    -1.5%	11.2%	i	-0.3%	1.8%	0.1%	-10.6%	-16.8%	-0.1
COc1cc(/C=N/NC(=O)c2cc(-c3c(C)nn(-c4ccccc4)c3C)n[nH]2)ccc1O
    12.5%	5.4%	i	-6.3%	-26.0%	-1.3%	18.8%	-31.3%	-1.4
O=C1Nc2cc(C(=O)NCCCN3CCOCC3)ccc2S/C1=C/c1ccccc1F
    9.3%	10.7%	i	-8.1%	-16.3%	-13.7%	-5.3%	-26.3%	-0.8
CCOC(=O)Cn1nc(C)c(-c2ccccc2)c1N
    -0.5%	-6.2%	i	-0.3%	8.9%	11.1%	-39.2%	-13.4%	-0.6
CCCCOC(=O)c1ccc(NC(=O)/C(C#N)=C/c2ccc(C)o2)cc1
    0.7%	-2.2%	x	x	-4.0%	2.6%	2.5%	11.1%	x
COc1ccccc1NC(=O)Cn1c(=O)n(-c2ccccc2)c(=O)c2oc3ccccc3c21
    -0.2%	-5.4%	i	-0.6%	6.1%	6.5%	-23.1%	1.0%	-3.0
CC(=O)Nc1ccc(Oc2nc(-c3ccccn3)nc3ccccc23)cc1
    3.7%	-14.7%	i	-0.3%	18.6%	-19.2%	u	-48.0%	-3.1
c1cnc2c(SCc3ccc(-c4nnco4)cc3)cccc2c1
    3.2%	15.4%	i	-1.5%	x	22.4%	-11.9%	-14.2%	-0.9
CC1Cc2ccccc2N1S(=O)(=O)c1cccc(C(=O)OCC(=O)NC2CCS(=O)(=O)C2)c1 (stereo unspecified)
    -0.9%	-3.6%	i	3.2%	7.7%	6.9%	u	-0.7%	-0.2

# Below each compound – Nrf2 activator	A549 viability	Akt phos inh	Mm-Cpn inhibitor	Nrf2 inh	Abeta yeast res	TGFb inhibitor	HepG2 viability	CCT modulator
O=C(COC(=O)c1ccc(C(F)(F)F)cc1)Nc1cccc(S(=O)(=O)NC2=NCCCCC2)c1
    -1.0%	-2.1%	i	1.4%	4.4%	3.4%	-2.0%	3.2%	-2.8
CCn1c(CN2CCN(C)CC2)nc2cc(NC(=O)c3cc(OC)c(OC)c(OC)c3)ccc21
    12.9%	-1.1%	x	x	-8.1%	-4.1%	7.4%	-28.2%	x
CCOC(=O)Cc1csc(NC(=O)c2cnc3sc(C)cn3c2=O)n1
    0.5%	1.6%	i	u	1.2%	1.7%	-16.7%	-13.5%	-2.7
COc1ccc(/C=C/C(=O)NC(=S)Nc2ccccc2C(=O)NC2CCCCC2)cc1
    0.3%	-2.7%	i	0.7%	-15.2%	28.7%	-0.9%	-59.9%	1.0
CC(C)c1ccc(C(O)c2nc3ccccc3n2C)cc1 (stereo unspecified)
    10.6%	11.3%	i	-0.9%	-5.2%	-22.9%	-23.0%	-19.2%	0.2
COc1cc(NC(=O)CN(c2ccc(C)cc2)S(=O)(=O)c2c(C)n[nH]c2C)cc(OC)c1
    -0.7%	5.6%	i	2.9%	-5.0%	11.7%	-3.1%	-5.5%	0.3
CC(C)=CCC/C(C)=C/COc1c2occc2cc2ccc(=O)oc12
    -0.4%	0.0%	i	0.9%	-7.9%	4.8%	-13.6%	-60.1%	1.3
Cn1c(=O)c2c(nc(N3CCCCC3)n2CC(O)COc2ccccc2)n(C)c1=O (stereo unspecified)
    -0.4%	-4.8%	i	1.0%	1.5%	-12.8%	2.2%	-5.5%	-8.7
CC(=O)OCCCNc1cc(Sc2nc3ccccc3s2)c2nonc2c1[N+](=O)[O-]
    0.4%	-5.8%	i	0.7%	12.4%	14.9%	u	-4.4%	-0.5
O=C(Nc1ccccc1)C1CC(=O)N(Cc2ccccc2)C1 (stereo unspecified)
    0.4%	0.8%	i	0.1%	5.7%	-4.4%	-3.0%	0.5%	-1.0
CCOc1cc(C(=O)NCCc2csc(-c3ccc(C)cc3)n2)cc(OCC)c1OCC
    -0.9%	-7.4%	x	x	x	-11.2%	u	-7.1%	x
N#Cc1ccncc1Sc1ccc(Cl)cc1
    0.0%	-2.3%	i	-0.1%	-2.7%	-7.1%	1.9%	-3.2%	-1.5
Cc1nnc(SCc2ccc(Cl)c(Cl)c2)s1
    3.0%	9.9%	i	-2.2%	5.5%	3.3%	2.8%	3.4%	-1.8
CCOC(=O)N1CCN(C(=O)c2ccc3c(=O)n(CCOC)c(=O)[nH]c3c2)CC1
    -0.1%	-4.4%	i	1.6%	11.1%	-2.1%	-1.9%	2.6%	-0.3
O=[N+]([O-])c1ccc(Oc2ccc(S(=O)(=O)N3CCOCC3)cn2)cc1
    -0.8%	-4.3%	i	0.3%	-18.7%	-24.1%	-13.6%	-1.7%	-0.7
CC(C)(C)c1nnc(N/N=C/c2ccc(O)cc2)n(N)c1=O
    -0.3%	-0.2%	i	2.1%	-10.7%	1.2%	39.7%	27.8%	3.0
COc1cccc(CN2CC(C(=O)NCCn3cccn3)CCC2=O)c1 (stereo unspecified)
    -2.8%	2.9%	i	-4.1%	10.1%	-2.5%	5.4%	-0.4%	0.6
Cc1c(C(=O)N2CCN(S(=O)(=O)c3ccccc3F)CC2)oc2c(Cl)cccc12
    -0.5%	4.3%	i	-3.0%	u	-2.5%	u	-7.3%	-1.2

# In the list so far, these contain a thiophene ring, fused or not.
# Below each compound – Nrf2 activator	A549 viability	Akt phos inh	Mm-Cpn inhibitor	Nrf2 inh	Abeta yeast res	TGFb inhibitor	HepG2 viability	CCT modulator
O=C(Cc1cccs1)Nc1ccc(N2CCOCC2)cc1
    2.3%	-4.9%	i	-0.1%	u	13.4%	-4.1%	-5.0%	1.3
O=C(c1scc2c1CCCC2)N1CCOCC1
    -1.5%	11.2%	i	-0.3%	1.8%	0.1%	-10.6%	-16.8%	-0.1

# Screens (PubChem)
